IMP-1 inhibitor = inhibitors of Pseudomonas aeruginosa IMP-1 metallo-beta-lactamase; purified IMP-1, nitrocefin hydrolysis, epi-absorbance fluorescence; hit rate 0.45% among 290,000; AID 1556; inhibition, % at 5.6 µM;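 active = inhibition above the mean plus 3 SD of all compounds in the same screening run, cut at about 4.5% in these data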;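 also: 0% = IMP-1 with DMSO and 100% = DMSO wells lacking enzyme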
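System: purified IMP-1; amount: IMP-1 0.2 nM before substrate addition; compound: single dose, 5.6 µM; times: 25 °C, 15 min preincubation, 25 min reaction; signal: Epi-absorbance via hydrolysed-nitrocefin quenching of white-plate fluorescence, 480/530 nm, EDTA stop; benchmarks: DMSO with and without IMP-1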
VIM-2 inhibitor = inhibitors of Pseudomonas aeruginosa VIM-2 metallo-beta-lactamase; inhibition, % at 5.6 µM; hit rate 0.89% among 290,000; purified VIM-2, nitrocefin hydrolysis, epi-absorbance fluorescence;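 active = inhibition above the mean of all tested compounds plus 3 SD, cutoff set per screening run, cut at about 7.5% in these data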;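 also: red hydrolysis product quenches plate fluorescence so inhibitors raise well fluorescence; 0% = enzyme with DMSO and 100% = DMSO without enzyme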
PfM18AAP inh = blocks P. falciparum M18 aspartyl aminopeptidase; recombinant PfM18AAP, H-Glu-NHMec fluorogenic cleavage; inhibition, % at 7.35 µM; hit rate 1.2% among 290,000; AID 1822;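 active = inhibition above the campaign mean inhibition over all tested compounds plus 3 SD, cut at about 28% in these data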;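 also: 0% = plate median of test compound wells and 100% = 2 mM ZnCl2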
DNA FID counter = displaces DNA intercalator in HCV helicase counter-screen; DNA fluorescent intercalator displacement, fluorescence; inhibition, % at 7.9 µM; hit rate 0.17% among 290,000; AID 1845; in the data active = inhibition above about 37%;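 also: 0% = vehicle and 100% = reference compound; higher means more ethidium bromide displaced from hairpin DNA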
MEKK2mut PB1 HTS = signal of MEK5 binding to mutant human MEKK2 PB1 domain; bead flow cytometry, Alexa488-MEK5 binding to MEKK2 mutant; percent response, % at 10 µM; hit rate 0.35% among 290,000; in the data active = percent response above about 24%, passing the limit was not always enough; also: inactives centre near 1; some results filed as inactive read as strong as hits
UBC9 SUMO inh = inhibitors of human SUMOylation (UBC9); P63279; HTRF SUMOylation assay, SAE1/SAE2 + UBC9, in vitro; inhibition, % at 35 µM; hit rate 0.36% among 290,000; AID 2006; in the data active = inhibition above about 50%, passing the limit was not always enough; also: strong numbers were not always called active
Target sequence (P63279 whole entry, looked up): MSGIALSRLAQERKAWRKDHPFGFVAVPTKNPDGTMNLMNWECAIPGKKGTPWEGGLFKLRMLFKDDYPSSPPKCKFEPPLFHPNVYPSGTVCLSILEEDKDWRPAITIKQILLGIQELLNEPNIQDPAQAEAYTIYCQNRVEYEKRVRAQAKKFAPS
NALP1 inh = inhibitors of NALP1 inflammasome in yeast | inhibition, % at 10 µM | hit rate 0.61% among 280,000 | S. cerevisiae NALP1/ASC/caspase-1 growth, X-gal OD620, 72 h; in the data active = inhibition mostly above about 24%, no sharp cut-off; inactive = mostly below about 32%; also: some compounds called inactive have numbers as strong as hits
HCV NS3 hel inh = blocks Hepatitis C virus NS3 helicase unwinding | NS3 helicase DNA unwinding, Cy5 molecular beacon fluorescence | inhibition, % at 10.9 µM | hit rate 0.56% among 290,000;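 active = inhibition above the mean of all tested compounds plus 3 SD, set per campaign, cut at about 35% in these data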;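 also: 0% = DMSO wells and 100% = thioflavine S control wells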
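System: HCV NS3 helicase fragment; control set: DMSO and thioflavine S; technique: Cy5 fluorescence at 0 and 60 min, beacon hairpin quenching; reagent: beacon DNA duplex substrate plus ATP; replicates: singlicate; schedule: 1 h reaction at 25 °C, ATP-initiated; medium: MOPS buffer pH 6.5 with MgCl2, DTT, Tween20, BSA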
MEKK2 WT-MEK5 = raises or lowers MEK5 binding to wildtype human MEKK2 PB1 domain; hit rate 1.1% among 290,000; Q9Y2U5; bead flow cytometry, Alexa488-MEK5 binding to MEKK2 WT; actives lie on both sides; binding response (% of control), % at 10 µM; AID 1531; in the data active = binding response below about 67% or above about 130%
Numbers without * were called inactive.

SMILES	IMP-1 inhibitor	VIM-2 inhibitor	PfM18AAP inh	DNA FID counter	MEKK2mut PB1 HTS	UBC9 SUMO inh	NALP1 inh	HCV NS3 hel inh	MEKK2 WT-MEK5
CN1CCN(c2nc(-c3ccccc3Cl)nc3ccccc23)CC1	-2.9	-1.2	-7.9	5.9	12.0	21.1	7.2	-2.5	103.0
Fc1ccc(NC(=S)N/N=C/c2cccc(Br)c2)c(F)c1	-5.0	-5.2	1.5	-3.1	-8.0	2.9	4.0	3.3	93.0
Cc1cc(C)c2c(CC(=O)NC3CCS(=O)(=O)C3)coc2c1 (stereo not drawn)	-0.9	-1.6	-9.8	-4.8	4.0	13.8	7.4	7.9	97.0
Cc1cc(Br)c(NC(=O)COC(=O)C2CC2C)c(Br)c1 (stereo not drawn)	-0.8	-2.7	-1.3	-2.4	-3.0	15.8	29.9	0.3	91.0
CC(C)N(C(=O)Cn1c(SCC(=O)Nc2nccs2)nc2ccccc21)C(C)C	-1.5	-4.1	3.0	-10.4	-2.0	5.2	-8.1	-0.3	101.0
Cc1ccc(CC2S/C(=N/N=C/c3ccco3)NC2=O)cc1 (stereo not drawn)	-3.7	-2.6	-10.5	-2.9	-1.0	15.6	-5.9	-0.9	98.0
CC(C)(CO)CNC(=O)CCc1nnc(CCCc2ccccc2)o1	-0.8	0.5	-12.3	-16.1	-14.0	28.5	8.7	4.1	84.0
COC(=O)C(C)n1cnc2c(nnn2-c2cccc(Cl)c2)c1=O (stereo not drawn)	-3.1	2.2	3.6	-2.9	7.0	1.8	16.4	-0.8	106.0
CCOC(=O)Cc1csc(NC(=O)c2cc3ccccc3o2)n1	-2.9	-0.9	-0.7	-6.8	-5.0	17.8	3.9	-3.4	102.0
CC(=O)Nc1ccc(S(=O)(=O)NC(CC(=O)O)c2ccc(C)cc2)cc1 (stereo not drawn)	-0.3	-0.8	-10.0	-0.2	3.0	-1.9	-11.8	4.1	103.0
O=C(O)CC1Sc2ccccc2NC1=O (stereo not drawn)	-3.6	-1.7	5.5	3.5	11.0	-13.4	28.9	-2.4	104.0
CCCCn1nc2cc(C(=O)NCC34CC5CC(CC(C5)C3)C4)ccc2c1OC	-2.2	-2.2	5.8	-26.3	5.0	-8.6	1.3	-5.6	103.0

Three compounds out of the list above, arranged by the value under MEKK2 WT-MEK5, highest first.
smiles | MEKK2 WT-MEK5
O=C(O)CC1Sc2ccccc2NC1=O (stereo not drawn) | 104.0
CC(C)N(C(=O)Cn1c(SCC(=O)Nc2nccs2)nc2ccccc21)C(C)C | 101.0
Cc1ccc(CC2S/C(=N/N=C/c3ccco3)NC2=O)cc1 (stereo not drawn) | 98.0

More compounds follow.
SMILES	IMP-1 inhibitor	VIM-2 inhibitor	PfM18AAP inh	DNA FID counter	MEKK2mut PB1 HTS	UBC9 SUMO inh	NALP1 inh	HCV NS3 hel inh	MEKK2 WT-MEK5
CCC(=O)c1c[nH]c(C(=O)NCc2cccnc2)c1	-3.8	-2.6	5.4	-1.5	9.0	-13.6	-10.9	-0.8	104.0
O=C(c1ccccn1)N1N=C2/C(=C/c3ccc(F)cc3)CCCC2C1c1ccc(F)cc1 (stereo not drawn)	-1.7	-1.2	-1.5	-8.2	12.0	-6.6	31.5	9.4	100.0
CC(C)C1Oc2ccccc2N(CC(=O)N2CCOCC2)C1=O (stereo not drawn)	-4.2	-3.3	-1.8	-6.6	1.0	4.9	7.6	3.3	93.0
C/C(=N\NC(=O)c1cc(-c2ccc(C)s2)[nH]n1)c1ccncc1	-5.0	1.5	5.2	-16.9	-2.0	11.1	11.2	0.6	100.0
CCOC(=O)C1=C(CP(=O)(c2ccccc2)c2ccccc2)NC(=O)NC1c1ccc(Cl)cc1 (stereo not drawn)	-2.0	-2.2	2.4	-37.4	11.0	-29.0	18.9	-5.6	111.0
O=C(COc1ncnc2cc([N+](=O)[O-])ccc12)NCc1ccc2c(c1)OCO2	-3.1	-3.2	6.4	6.6	20.0	6.3	-11.2	12.2	115.0
COC(=O)C1=C(C(=O)c2ccc(C)cc2)C(c2ccc(O)c(OC)c2)n2nnnc2N1 (stereo not drawn)	0.5	-1.0	60.2*	-7.5	-4.0	4.8	-2.8	11.7	99.0
COc1ccc(NC(=O)Cn2nnc(-c3ccccc3F)n2)cc1	-1.8	-1.9	-2.2	-1.3	6.0	0.3	8.6	-3.4	108.0
Cc1cccc(N2CCN(C(=O)c3cccs3)CC2)c1C	-5.1	-0.7	-11.3	-33.6	-1.0	10.5	10.4	-13.9	98.0
CCN(C(=O)COC(=O)c1cccc(-n2cnnn2)c1)C1CCCCC1	-2.3	-0.6	-16.1	-23.5	1.0	18.8	-18.5	-3.7	90.0
CN(c1ccccc1)S(=O)(=O)c1cc(C(=O)N2CCN(c3ccccn3)CC2)ccc1Cl	-3.7	-3.4	-1.9	-38.1	1.0	10.4	7.2	-6.9	100.0
Cc1nn(Cc2ccc(C(=O)NC3CCCCC3)o2)c(C)c1Br	2.6	0.3	-26.2	-36.2	11.0	-2.7	-20.3	6.7	112.0

2 of the compounds above, with two lines to a compound:
The line under a structure holds: IMP-1 inhibitor	VIM-2 inhibitor	PfM18AAP inh	DNA FID counter	MEKK2mut PB1 HTS	UBC9 SUMO inh	NALP1 inh	HCV NS3 hel inh	MEKK2 WT-MEK5
> CCCCn1nc2cc(C(=O)NCC34CC5CC(CC(C5)C3)C4)ccc2c1OC
    -2.2	-2.2	5.8	-26.3	5.0	-8.6	1.3	-5.6	103.0
> CN(c1ccccc1)S(=O)(=O)c1cc(C(=O)N2CCN(c3ccccn3)CC2)ccc1Cl
    -3.7	-3.4	-1.9	-38.1	1.0	10.4	7.2	-6.9	100.0

Next part
SMILES	IMP-1 inhibitor	VIM-2 inhibitor	PfM18AAP inh	DNA FID counter	MEKK2mut PB1 HTS	UBC9 SUMO inh	NALP1 inh	HCV NS3 hel inh	MEKK2 WT-MEK5
CC(C)=NNc1cc([N+](=O)[O-])cc2c1C(=O)N(C)S2=O (stereo not drawn)	-5.3	-4.4	29.8*	2.9	7.0	8.0	2.3	11.0	93.0
CC(=O)Nc1sc2c(c1CN1CCN(c3ccccn3)CC1)CCCC2	-0.1	-0.5	3.0	-6.3	6.0	4.6	0.6	-17.2	90.0
COc1ccc(C2=NOC3(CC(=O)N(c4ccc(F)cc4)C3=O)C2)c(OC)c1 (stereo not drawn)	1.4	-0.6	5.3	-13.5	-3.0	-1.6	-12.7	11.0	80.0
COc1cc(NC(=O)c2cccc(C)c2)c(OC)cc1NC(=O)CN1CCCCC1	-3.1	-2.9	5.2	6.3	-8.0	-8.7	-25.3	-35.8	89.0
COc1cccc(CNC(=O)c2ccccc2NC(=O)C2=C(C)OCCS2)c1OC	0.1	0.7	-20.7	-23.2	-10.0	16.0	20.0	-14.3	92.0
Cc1ccc(C(=O)N2N=C(c3ccccc3O)CC2c2ccccc2)cc1 (stereo not drawn)	-3.6	0.6	1.4	-21.7	1.0	9.0	1.6	-25.1	104.0
CCOC(=O)Cc1ncccc1C(=O)Nc1ccc(OC)cc1	-2.4	1.0	-5.8	-12.4	-1.0	23.0	11.0	1.3	105.0
O=c1nc(C(F)(F)F)nc2ccccn12	1.0	0.6	-10.2	-0.1	-5.0	-6.9	-9.1	4.4	95.0
O=C(NNc1nc2ccccc2s1)Nc1ccccc1	-2.5	-2.2	29.0*	-0.6	0.0	12.9	38.0	8.0	103.0
Cc1ccccc1NC(=O)Cc1nc(COC(=O)c2ccc(O)cc2O)cs1	-1.7	-1.2	2.4	-8.3	3.0	-0.6	5.1	-15.3	106.0
C=CCn1c(C)cc(C(=O)CN2C(=O)NC3(CCCc4ccccc43)C2=O)c1C (stereo not drawn)	-4.0	-1.4	4.4	-24.4	5.0	19.8	11.8	-5.9	102.0
CCN(CC)S(=O)(=O)c1ccc(-n2c(=O)c(C(C)C)c(C)n2C)cc1	-3.3	-5.4	5.9	-13.5	3.0	-11.3	-5.9	1.4	101.0
Cc1ccc(NC(=O)C2(S(=O)(=O)c3ccc(Cl)cc3)CC2)c(Br)c1	-2.2	-1.5	4.9	-26.2	-2.0	-11.4	-12.2	-1.0	97.0
CC(=O)Nc1cccc(OCc2c(F)cccc2Cl)c1	-1.7	-0.9	-9.3	-6.7	0.0	-11.4	-10.7	-12.8	100.0
COc1ccc2c(c1)SCC(=O)N2C	-1.4	0.8	-6.7	3.0	0.0	12.0	1.4	-3.8	101.0
COc1ccccc1CC(=O)Nc1cc(OC)c(NC(=O)c2ccccc2)cc1OC	0.8	-0.2	-2.7	-27.2	-2.0	-12.5	18.7	0.5	100.0
CC1CCCCC1NC(=O)c1ccc(CNc2c(N3CCCC3)c(=O)c2=O)cc1 (stereo not drawn)	-4.0	-0.9	1.5	-18.9	-7.0	12.2	37.9	7.5	95.0
CN(C)c1ccc(/C=N/NC(=O)C2CC2c2ccccc2)cc1 (stereo not drawn)	-1.5	-1.3	-1.8	-5.8	0.0	12.0	4.2	2.6	93.0
O=C(CSc1nc2cc(Cl)ccc2s1)NC(=O)NCc1ccco1	-4.3	-4.3	1.5	-7.5	-11.0	16.1	22.2	12.4	85.0
CSCCOC(=O)C1=C(C)NC(=O)NC1c1ccc2c(c1)OCO2 (stereo not drawn)	-2.6	-2.5	0.8	-6.4	6.0	1.4	16.7	0.3	105.0
CCn1c(SCC(=O)Nc2cccc(NC(=O)c3cccs3)c2)nnc1-c1ccncc1	-4.6	-3.2	4.5	-15.5	20.0	9.1	5.6	0.1	115.0
CCOC(=O)c1sc(N2C(=O)C(O)=C(C(=O)c3ccco3)C2c2ccc(C)o2)nc1C (stereo not drawn)	-4.4	-3.8	25.9	-14.5	3.0	7.6	0.0	25.8	94.0
Nc1nc(NCc2ccco2)nc(N2CCN(Cc3ccccc3)CC2)c1[N+](=O)[O-]	-2.3	-4.1	5.0	-10.8	-9.0	-12.5	4.2	-10.4	95.0
Cc1ccc(S(=O)(=O)N(CC(=O)N2CCC(C)CC2)c2ccccc2)cc1	-1.1	0.7	-6.5	-31.7	-12.0	-5.5	3.0	-9.4	87.0
O=C(O)c1ccc(N=Nc2c(O)[nH]c3ccc(Br)cc23)cc1	2.2	0.3	4.1	-4.0	-8.0	-1.0	23.5	10.7	97.0
O=C(Nc1nc2c(Cl)ccc(Cl)c2s1)c1ccco1	-5.1	-0.3	-4.7	1.9	-1.0	37.4	15.3	8.5	98.0
O=C(NCC1CCCO1)c1ccc(NC(=O)c2cc(F)c(F)cc2Cl)cc1 (stereo not drawn)	-3.6	-2.6	0.9	-10.8	10.0	8.4	13.8	0.8	109.0
CCCCNC(=O)c1c[nH]c2ccc(S(=O)(=O)N3CCOCC3)cc2c1=O	-1.7	-1.1	-0.5	5.5	-2.0	-4.6	8.6	-7.8	96.0
CC1CCCC(CC(=O)O)(CC(=O)O)C1 (stereo not drawn)	-2.2	-2.4	0.5	1.2	1.0	4.9	2.4	-0.5	100.0
COc1ccc(-n2ccc3ccccc32)cc1	-3.2	-1.3	1.5	-8.2	8.0	4.5	6.0	8.3	115.0
Cc1cccc(C)c1N1C(=O)c2ccccc2C1=O	-2.3	-4.1	5.3	-1.6	-8.0	-24.8	9.7	0.2	90.0
CC1CCN(C2=NC(=O)/C(=C/c3cn[nH]c3-c3ccccc3)S2)CC1	-3.9	-0.1	-0.8	-12.4	0.0	7.1	5.2	0.8	106.0
CCOCCOc1cccc(C(=O)NC(c2ccccc2)C(C)C)c1 (stereo not drawn)	-0.1	0.4	9.9	-19.3	-3.0	17.4	14.1	2.8	101.0

Assay outcomes as filed in PubChem BioAssay.
